# PfGluPho inh: PfG6PD (Plasmodium falciparum) enzyme inhibition; PfGluPho enzyme, NADPH resazurin-diaphorase fluorescence; inhibition, % at 20 µM; actives 0.78% (n = 350,000);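 active = inhibition reaching at least a set limit at 20 µM in the primary screen, cut at about 59% in these data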;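 also: 0% = DMSO wells with substrate and 100% = DMSO wells lacking glucose-6-phosphate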
# SENP8 inh: blocks human SENP8 cleavage of Nedd8 substrate. recombinant SENP8, Nedd8 substrate fluorescence. inhibition, % at 20 µM. actives 0.64% (n = 360,000); in the data active = inhibition mostly above about 40%, no sharp cut-off; inactive = mostly below about 27%
# Target sequence (Q96LD8 whole entry, looked up): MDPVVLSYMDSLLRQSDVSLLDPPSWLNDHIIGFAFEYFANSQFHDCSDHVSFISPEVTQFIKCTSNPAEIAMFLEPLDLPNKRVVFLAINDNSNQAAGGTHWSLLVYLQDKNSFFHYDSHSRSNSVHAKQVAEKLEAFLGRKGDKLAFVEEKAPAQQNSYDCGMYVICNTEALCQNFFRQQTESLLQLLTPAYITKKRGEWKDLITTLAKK
# SENP6 inh: inhibitors of human SENP6 protease; Recombinant SENP6 catalytic domain, aminoluciferin luminescence; inhibition, % at 10 µM; actives 1.8% (n = 330,000);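 active = inhibition above about 50% at the single tested dose, limit read from the data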;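 also: plate controls were DMSO wells with enzyme for no effect and DMSO wells lacking enzyme for full effect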
# SENP1 FRET inh: blocks the human SENP1 SUMO protease catalytic domain. Q9P0U3. recombinant SENP1 catalytic domain, CyPet-SUMO1-YPet FRET cleavage. inhibition, % at 10 µM. actives 0.21% (n = 360,000). AID 624204;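 active = inhibition at least 30% at 10 µM, raw YFP signal under a set limit, fluorescence ratio 0.5 to 1.5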;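 also: 0% = enzyme with DMSO and 100% = no enzyme wells; some results filed as inactive read as strong as hits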
# Target sequence (Q9P0U3 419-644 limits assumed): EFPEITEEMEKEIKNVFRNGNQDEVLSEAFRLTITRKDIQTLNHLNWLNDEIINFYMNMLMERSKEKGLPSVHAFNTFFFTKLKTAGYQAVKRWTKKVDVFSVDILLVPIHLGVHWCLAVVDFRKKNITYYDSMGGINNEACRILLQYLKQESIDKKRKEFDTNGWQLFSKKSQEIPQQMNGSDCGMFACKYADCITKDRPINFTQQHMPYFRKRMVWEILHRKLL
#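 Test system: recombinant human SENP1 catalytic domain, His6-tagged / Medium: pH 8 Tris buffer with EDTA, NaCl, BME, BSA, NP40, catalase / Also added: SUMO1 FRET substrate flanked by Cypet and Ypet, 25 nM / Times: 50 min reaction at room temperature / Signal: FRET, CFP and YFP emission / Control set: no-enzyme low control and enzyme-plus-DMSO high control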
# ATG4B inhibitor: inhibitors of human ATG4B cysteine protease; inhibition, % at 8.33 µM; actives 0.51% (n = 340,000); ATG4B cleavage of LC3-PLA2, NBD-HPC fluorescence, 1 h; in the data active = inhibition above about 40%
# Target sequence (Q9Y4P1 whole entry, looked up): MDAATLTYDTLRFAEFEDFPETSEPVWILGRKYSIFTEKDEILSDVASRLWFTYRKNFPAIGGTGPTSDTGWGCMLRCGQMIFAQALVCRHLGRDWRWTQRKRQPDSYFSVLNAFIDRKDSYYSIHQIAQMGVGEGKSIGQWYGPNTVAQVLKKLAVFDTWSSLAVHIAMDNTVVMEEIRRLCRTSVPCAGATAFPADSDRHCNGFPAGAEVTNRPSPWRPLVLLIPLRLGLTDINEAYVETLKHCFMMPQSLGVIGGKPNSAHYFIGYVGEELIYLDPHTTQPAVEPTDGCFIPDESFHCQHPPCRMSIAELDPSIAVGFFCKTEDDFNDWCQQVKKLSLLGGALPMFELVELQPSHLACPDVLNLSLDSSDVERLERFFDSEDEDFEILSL
# MPTP block: blocks calcium-induced mitochondrial swelling; isolated mouse mitochondria, Ca2+ swelling absorbance, 30 min; inhibition, % at 10 µM; actives 1.4% (n = 360,000);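 active = inhibition of 50% or more, scaled per plate between neutral and stimulator controls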;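 also: 0% = DMSO wells given calcium and 100% = 1 mM EGTA wells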
# GRIN3A LBD mod: modulates the human NR3A ligand-binding domain | NR3A LBD differential scanning fluorimetry, Tm shift; 0% = protein alone, 100% = glycine-bound protein | Tm shift relative to glycine control, % at 25 µM | actives 2.5% (n = 340,000);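 active = melting temperature shift of at least 10% of the positive control shift, at one fixed dose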
# hIAP act: human IAP activation | purified human IAP, CDP-Star luminescence, 30 min; active compounds read high; 1 = vehicle-only enzyme, 0 = enzyme-free background | activation factor at 10 µM | actives 0.16% (n = 330,000) | AID 2524;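 active = activation factor of the enzyme at least 2-fold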; also: the source names both 10 and 20 µM as test concentration; values of inactives mirror those of a sister screen read the other way
# Active calls of the source: *; . = not tested or not shown.
SMILES | PfGluPho inh | SENP8 inh | SENP6 inh | SENP1 FRET inh | ATG4B inhibitor | MPTP block | GRIN3A LBD mod | hIAP act
O=C(COC(=O)CNS(=O)(=O)c1cccc(Br)c1)Nc1ccccc1Sc1ccccc1 | 6 | 9 | -9 | -1 | -17 | 1.5 | 1 | 1.2
COc1ccc(N(C(=O)c2cccc(OC)c2OC)C2C=CS(=O)(=O)C2)c(OC)c1 (stereo not drawn) | -8 | 7 | -26 | 0 | -6 | -0.4 | -9 | 1
COc1ccc(C(=O)CC(=O)C(=O)Nc2ccc(C)c(C)c2)cc1 | -27 | 15 | -14 | -2 | -3 | 1.3 | -8 | 1.1
O=C(CCN1C(=O)C2C3CCC(C3)C2C1=O)Nc1ccccc1Cl (stereo not drawn) | 4 | 0 | 0 | -1 | 0 | -0.5 | 0 | 1.1
CCCCn1c(SCC(=O)Nc2oc(C)c3c(C)n[nH]c(=O)c23)nc2cc(S(N)(=O)=O)ccc21 | -3 | -13 | -6 | -4 | 6 | -2.8 | 2 | 1.1
C=CCSC1=C(C#N)C(c2ccccc2OC)CC(=O)N1 (stereo not drawn) | -18 | 22 | -1 | 3 | -5 | -1.6 | 3 | 0.86
COc1ccc(Nc2nc(N3CCCC3)nc3ccccc23)c(OC)c1 | -8 | -205 | -2 | -2 | -13 | 25 | -1 | 0.87
O=S(=O)(NCCc1ccc(F)cc1)c1cccc2cccnc12 | 1 | 17 | 2 | -1 | 8 | -1.6 | -3 | 1.1
COc1cc(C2C(C(=O)c3cccs3)=C(O)C(=O)N2c2cc(C)on2)ccc1O (stereo not drawn) | -5 | 7 | 3 | 0 | -8 | -1.5 | -2 | 0.95
Cc1ccc(S(=O)(=O)N2CCOCC2)cc1C(=O)NC1CCSc2ccccc21 (stereo not drawn) | -13 | 15 | -12 | 0 | -13 | 1.2 | -27 | 1.2
O=C(N/N=C/c1ccc(-c2ccccc2)o1)c1ccccc1O | -3 | -438 | 37 | 0 | 21 | 34 | 1 | 1.1
CC(C)(C)C(=O)COC(=O)c1ccc(N)c([N+](=O)[O-])c1 | 5 | 16 | 3 | -2 | -8 | -1.3 | 5 | 1.3
COc1ccc(Cl)cc1NC(=O)C1CCN(C(=O)Nc2ccccc2)CC1 | 10 | 10 | 19 | -1 | -5 | -1.5 | 2 | 0.92
COc1ccc(OC)c(N(CC(=O)N2CCN(c3cc(Cl)ccc3C)CC2)S(C)(=O)=O)c1 | -6 | 3 | 5 | 3 | -44 | 0.0 | 0 | 1.1
COc1ccc2[nH]cc(C(O)CN3CCN(c4ccccc4F)CC3)c2c1 (stereo not drawn) | 2 | 2 | -39 | 1 | -7 | 0.1 | 0 | 1

# (cont.)
SMILES | PfGluPho inh | SENP8 inh | SENP6 inh | SENP1 FRET inh | ATG4B inhibitor | MPTP block | GRIN3A LBD mod | hIAP act
CC(C)(C)N(NC(=O)OCc1ccccc1)C(=O)c1ccccc1 | 9 | 16 | -16 | 2 | 1 | 2.3 | -1 | 0.79
COc1ccc(NC(=O)C2CCCN2S(=O)(=O)c2ccc3c(c2)CCC(=O)N3)c(OC)c1 (stereo not drawn) | -1 | 10 | -10 | 1 | 1 | -0.3 | -3 | 0.9
Cc1ccc(NC(=O)CN(C)C(=O)COc2ccc(C(=O)c3ccc(F)cc3)cc2)cc1 | -11 | 17 | 12 | 2 | -5 | 4.5 | -7 | 0.94
Cc1ccccc1NS(=O)(=O)c1ccc(C(=O)N2CCN(c3ccccn3)CC2)cc1 | -5 | 9 | 17 | 2 | -9 | -0.8 | 0 | 1
O=[N+]([O-])c1ccc2c(c1)nnn2-c1ccccc1 | 17 | 8 | -22 | 1 | 4 | 1.0 | 0 | 0.85
CN(C(=O)COC(=O)Cc1ccc(Cl)cc1)C1CCCCC1 | -16 | 9 | -16 | 2 | 3 | 0.1 | 3 | 1.2
COc1ccc(Br)c(C(=O)OCC(=O)NC2CCCCCCC2)c1 | 10 | 13 | . | 3 | . | 1.0 | . | .
Cc1cc(C)cc(OCC(=O)OCC(=O)Nc2ccc(Cl)cn2)c1 | -12 | 25 | -3 | 4 | -4 | -0.4 | 3 | 0.91
CCOC(=O)c1[nH]c2ccc(C)cc2c1N | 39 | -310 | 50* | 6 | -10 | -0.4 | 0 | 0.99
C/C(=N\NC(=O)C1COc2ccccc2O1)c1ccc(N2CCOCC2)cc1 (stereo not drawn) | 2 | -190 | -1 | 2 | -5 | -0.3 | -1 | 1.2
CC(C)(C)NC(=O)CSc1nc2ccc(Nc3nc(N4CCOCC4)nc(N4CCOCC4)n3)cc2s1 | 20 | -34 | 1 | -7 | -25 | 4.1 | -7 | 1
O=c1cnc2ccccc2n1Cc1ccccc1C(F)(F)F | 25 | 7 | -23 | 0 | -17 | 2.6 | -1 | 0.98
CCOC(=O)c1c2ccccc2[n+]([O-])n1[C@@H](C)C(N)=O | 10 | 10 | 1 | 1 | -1 | -2.2 | 0 | 1
COc1ccc(-c2nncnn2)cc1 | 28 | . | -7 | . | -11 | . | 0 | 1
COc1ccc(C(=O)NC2CC(C)(C)NC(C)(C)C2)cc1OC | 0 | 12 | -26 | -1 | -1 | -1.1 | -2 | 1.3

# Next part:
SMILES | PfGluPho inh | SENP8 inh | SENP6 inh | SENP1 FRET inh | ATG4B inhibitor | MPTP block | GRIN3A LBD mod | hIAP act
C[C@H](CO)N1C[C@H](C)[C@@H](CN(C)S(=O)(=O)c2cccs2)Oc2c(NS(=O)(=O)c3ccccc3)cccc2C1=O | -5 | 7 | 2 | 1 | -1 | 0.1 | 0 | 1
CC1CCN(S(=O)(=O)c2ccc3c(c2)c(=O)c(C(=O)N2CCCCC2)cn3C)CC1 | 11 | 2 | -23 | -2 | 15 | 0.7 | 1 | 0.84
CCOc1ccc(OCCC(=O)Nc2ccc3c(c2)OCO3)cc1 | 3 | 4 | -12 | -1 | -20 | -1.3 | 2 | 0.87
COc1ccc(C(=O)C2CCCN(C(=O)Cn3ccc(C)n3)C2)cc1OC (stereo not drawn) | -9 | -6 | -13 | 1 | 2 | 1.3 | 0 | 1.1
Cc1ccc2c(c1)c(N=NC(N)=O)c(O)n2C | 20 | 10 | -1 | 1 | -8 | -0.3 | 1 | 1
N#C/C(=C\c1c(Oc2ccccc2F)nc2ccccn2c1=O)C(=O)NC1CCS(=O)(=O)C1 (stereo not drawn) | 9 | -312 | -5 | -27 | -19 | -0.8 | -1 | 0.92
CC[C@@]1(C(=O)OC)N[C@H](CN(C)C(=O)c2ccc(C)cc2)[C@@H]2C(=O)N(Cc3ccccc3)C(=O)[C@@H]21 | 1 | 7 | -9 | 4 | -4 | 9.4 | -1 | 1.1
CCOc1ccc(-c2c(C#N)c(N)nc3c2c(=O)n(C)c(=O)n3C)cc1OC | -5 | -272 | -1 | 1 | -10 | -0.3 | 0 | 0.97
CCOC(=O)c1sc(N)c(C#N)c1COC(=O)C1=COCCO1 | 0 | -21 | -3 | 9 | -12 | -0.9 | 0 | 1
CCC(=O)N/N=C(\C)CC(=O)Nc1cccc([N+](=O)[O-])c1 | -3 | 10 | -9 | 2 | -2 | 0.3 | -1 | 1
COc1ccc(CCNC(=O)[C@@H]2C[C@H]2c2ccccc2)cc1OC | -2 | 14 | 4 | 4 | -5 | -0.1 | -6 | 1.1
COc1ccc(S(=O)(=O)N2CCOCC2)cc1NS(=O)(=O)c1ccc(F)c(F)c1 | -6 | 7 | 5 | 3 | -3 | -0.4 | 0 | 1
O=C(CCN1CCCCC1)NNC(=S)NC(=O)c1ccc(Br)cc1 | -6 | 11 | 3 | 2 | 16 | -0.3 | 1 | 1.7
O=C(COc1ccc2ccc(=O)oc2c1)Nc1ccc(CCO)cc1 | -4 | -59 | -3 | -2 | -3 | -2.2 | 4 | 1.3
COc1cc(/C=N/NC(=O)Cn2cnc3ccccc3c2=O)ccc1O | 0 | 23 | -3 | -1 | 4 | 0.0 | -2 | 1

# (more compounds)
SMILES | PfGluPho inh | SENP8 inh | SENP6 inh | SENP1 FRET inh | ATG4B inhibitor | MPTP block | GRIN3A LBD mod | hIAP act
CCOC(=O)C1=NN(C(=O)c2ccco2)C2(CC2)C1 | -19 | 1 | 7 | 1 | -1 | 1.4 | -12 | 0.99
COc1cc(C[C@@H]2C(=O)OC[C@H]2Cc2ccc(OC)c(OC)c2)ccc1O | -2 | 18 | 5 | 0 | -3 | 92* | 3 | 0.87
COC(=O)c1cc(OC)c(OC)cc1NC(=O)c1ccc(OC)c(OC)c1 | 10 | -249 | 3 | 1 | -12 | -1.4 | 1 | 0.95
CCOc1ccc(-c2nnc3ccc(SCC(=O)N4CCCCC4)nn23)cc1 | 25 | -50 | 4 | 0 | -2 | -0.2 | 3 | 0.88
CN1CCC(Oc2ccccc2Sc2ccc(C(F)(F)F)cc2)CC1 | 3 | 18 | -11 | 0 | 2 | 17 | -8 | 0.84
CC(=O)c1cccc(-c2ccc(CN3C(CC(C)C)C(=O)N(Cc4cn(CC5CCCCC5)nn4)CCS3(=O)=O)cc2)c1 (stereo not drawn) | 5 | 9 | . | 3 | -3 | -2.6 | -3 | .
Cc1ccc(CN2CCNC(=O)C2CC(=O)NCc2cc(C)n(C)n2)cc1 (stereo not drawn) | 12 | -76 | -5 | -7 | 6 | -1.8 | -2 | 0.93
CCN(CC)CCCNC(=S)N1CCN(c2nc3ccccc3n2CC)CC1 | 4 | 33 | -9 | 2 | -3 | 4.8 | 1 | 1
COC(=O)c1sccc1NC(=O)C1C2C=CC(C2)C1C(=O)O (stereo not drawn) | -2 | 16 | -1 | 2 | -3 | -0.4 | 3 | 1.2
COc1ccc(S(=O)(=O)N2CCOCC2)cc1NC(=O)CCCSc1ccccc1 | -9 | 24 | . | 2 | . | -1.9 | . | .
Cc1c(C(=O)Nc2cccc(F)c2)cnn1-c1ccccc1 | 26 | 10 | 48 | 1 | 0 | -0.1 | 1 | 1
O=C(CC1C(=O)N(c2ccccc2)C(=O)N1C1CCCCC1)Nc1ccccc1 (stereo not drawn) | -14 | 14 | -7 | 4 | -5 | -1.3 | 2 | 0.89
COC(=O)c1cn(C(=O)c2cccc(C)c2)c2ccccc12 | 16 | 4 | 10 | 1 | -3 | -2.0 | 2 | 1.1

# Of the compounds above, these have fluorine.
SMILES | PfGluPho inh | SENP8 inh | SENP6 inh | SENP1 FRET inh | ATG4B inhibitor | MPTP block | GRIN3A LBD mod | hIAP act
O=S(=O)(NCCc1ccc(F)cc1)c1cccc2cccnc12 | 1 | 17 | 2 | -1 | 8 | -1.6 | -3 | 1.1
COc1ccc2[nH]cc(C(O)CN3CCN(c4ccccc4F)CC3)c2c1 (stereo not drawn) | 2 | 2 | -39 | 1 | -7 | 0.1 | 0 | 1
Cc1ccc(NC(=O)CN(C)C(=O)COc2ccc(C(=O)c3ccc(F)cc3)cc2)cc1 | -11 | 17 | 12 | 2 | -5 | 4.5 | -7 | 0.94
O=c1cnc2ccccc2n1Cc1ccccc1C(F)(F)F | 25 | 7 | -23 | 0 | -17 | 2.6 | -1 | 0.98
N#C/C(=C\c1c(Oc2ccccc2F)nc2ccccn2c1=O)C(=O)NC1CCS(=O)(=O)C1 (stereo not drawn) | 9 | -312 | -5 | -27 | -19 | -0.8 | -1 | 0.92
COc1ccc(S(=O)(=O)N2CCOCC2)cc1NS(=O)(=O)c1ccc(F)c(F)c1 | -6 | 7 | 5 | 3 | -3 | -0.4 | 0 | 1
CN1CCC(Oc2ccccc2Sc2ccc(C(F)(F)F)cc2)CC1 | 3 | 18 | -11 | 0 | 2 | 17 | -8 | 0.84
Cc1c(C(=O)Nc2cccc(F)c2)cnn1-c1ccccc1 | 26 | 10 | 48 | 1 | 0 | -0.1 | 1 | 1

# Arranged by molecular weight (ascending): three of the compounds above
SMILES | PfGluPho inh | SENP8 inh | SENP6 inh | SENP1 FRET inh | ATG4B inhibitor | MPTP block | GRIN3A LBD mod | hIAP act
COc1ccc(-c2nncnn2)cc1 | 28 | . | -7 | . | -11 | . | 0 | 1
CCN(CC)CCCNC(=S)N1CCN(c2nc3ccccc3n2CC)CC1 | 4 | 33 | -9 | 2 | -3 | 4.8 | 1 | 1
CC[C@@]1(C(=O)OC)N[C@H](CN(C)C(=O)c2ccc(C)cc2)[C@@H]2C(=O)N(Cc3ccccc3)C(=O)[C@@H]21 | 1 | 7 | -9 | 4 | -4 | 9.4 | -1 | 1.1

# Not a hit list, and some 6.7% of all compounds hit somewhere here.
